N370S GC mod: N370S glucocerebrosidase modulation, Gaucher chaperone candidate. N370S GC spleen homogenate, 4MU-glucoside fluorescence. AID 2101. Potency, µM (doses to about 59.4 µM), without a hit: at the top dose activity change, negative = inhibition, actives largely listed as inhibitors. hit rate 0.092% among 330,000. P04062; active = well fitted inhibition curve with a large enough effect; inconclusive = small, poorly fitted or top-dose-only effect, or effect the other way, or another doubt; inactive = no such curve, though single readings can be large or run the other way;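 also: 0% = full enzyme activity and -100% = no enzyme basal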
Numbers without * were called inactive; ? = inconclusive; & = joins results of further samples; [ ] = dose if it differs, or a comment. Potency is read from the fitted curve at half-maximal effect.

SMILES	N370S GC mod
Cc1cccc([N+](=O)[O-])c1C	1%
O=C(NC(=S)Nc1ccccc1N1CCCC1)c1ccccc1Br	-8%
CC1=CC(C)(C)N2C(=O)C3(C(C#N)=C(N)OC4=C3C(=O)CC(C)(C)C4)c3cccc1c32 (stereo not given)	13%
O=C(NCCN1CCOCC1)c1cc(Sc2ccccc2Cl)nc2ccccc12	?
C/C(CCN1CCCc2nc(C)c(C)cc21)=N\O[C@@H](C)c1cn([C@@H]2COC[C@@H]2O)nn1	10%[12.8 µM]
OCC1OC([S-])[C@H](O)C(O)C1O.[Au+] (stereo not given in full)	20%
CC(=O)Nc1c(N)[nH]c(=O)n(C)c1=O	-6%
CCn1c(-c2ccc(F)cc2)cnc1SCC(=O)N1CCc2ccccc21	11%
CSCC[C@H](NC(=O)[C@H](Cc1ccccc1)NC(=O)[C@H](Cc1cnc[nH]1)NC(=O)CNC(=O)[C@@H](NC(=O)[C@H](C)NC(=O)[C@H](Cc1c[nH]c2ccccc12)NC(=O)[C@H](CC(C)C)NC(=O)[C@H](CC(N)=O)NC(=O)CN)[C@@H](C)O)C(N)=O	?
COC(=O)[C@@H]1CCCN1C(=O)[C@@H](C)CO	10%[12.8 µM]
Cc1ccccc1NC(=O)c1snc2c(=O)[nH]cnc12	-10%
C[C@@H]1C(=O)OC2C[C@@]34[C@H]5C[C@@H](C(C)(C)C)[C@@]36C(O)C(=O)O[C@H]6O[C@@]4(C(=O)O5)[C@]21O (stereo not given in full)	-3%
C=CCC(C)(O)C(=O)OCC (stereo not given)	-8%
C[C@H]1COC(=O)O1	-3%
COc1cccc(C2NC(=O)NC(C)=C2C(=O)Nc2ccccc2C)c1 (stereo not given)	7%
COC(=O)[C@@]1(Cc2ccc(OC)cc2)[C@H]2c3cc(C(=O)N(C)C)n(Cc4ccc(S(C)(=O)=O)cc4)c3C[C@H]2CN1C(=O)c1ccccc1	?
CCN(CC)CCCCn1c(-c2ccccc2)nc2c(NCCOC)nc(C)nc21	-5%
CCCCCCCCCCCCCCCCCC(=O)NCCc1ccc(O)c(O)c1	-6%
COC(=O)[C@H](C)NC(=O)C/C=C\[C@@H](C)CO	-8%[12.8 µM]
CC(C)C[C@@H](CC(=O)N[C@@H](CCC(=O)O)CC(=O)O)NC(=O)[C@@H]1CNCC[C@H]1NC(=O)C[C@@H](NC(=O)C[C@H](CO)NC(=O)[C@@H]1CCCC[C@H]1N)C(C)C	-5%
Cc1ccc(OCCCC(=O)NCc2ccco2)c(C)c1	9%
CCOC(=O)c1c(NC(=O)c2ccc(C)cc2)sc2c1CC(C)(C)NC2(C)C	-2%
C=CCn1c(NC(=O)c2ccco2)c(S(=O)(=O)c2ccccc2)c2nc3ccccc3nc21	-7%
COc1cc(NC(=O)c2cccnc2)ccc1-c1cc2ccccc2oc1=O	-8%
Cc1cc(CNC(=O)[C@@H]2C[C@H]2[C@@H](NP(=O)(c2ccccc2)c2ccccc2)c2ccccc2)nn1C	3%
O[C@@](CCN1CCCC1)(c1ccccc1)C1CCCCC1	7%[21.6 µM]
Cc1ccc(CNC(=O)c2cn(C3CCCC3)c(=O)c3c2c2ccccc2n3C)o1	?
CC(=O)OC[C@@H]1O[C@@H](O/N=C2/C[C@@H](O)[C@@H](O)[C@@H]3[C@@H]4C(=O)N([C@@H](C)c5ccccc5)C(=O)[C@H]4CC[C@@H]23)[C@H](OC(C)=O)[C@H](OC(C)=O)[C@@H]1OC(C)=O	-4%[12.8 µM]
Cc1ccc(C)n1-c1ccc2c(c1)COC2=O	-4%
O=c1n(Cc2cc3c(cc2Cl)OCO3)c(=O)n2n1CC[C@H]1/C(=N\OC[C@@H](O)COCc3ccco3)[C@H]3O[C@@H]3[C@@H](O)[C@@H]12	0%[12.8 µM]
COc1ccccc1N1CCN(C/C=C/c2ccc(N(C)C)cc2)CC1	9%[2.35 µM]
C=CCC(C)(O)c1ccc(OC)cc1 (stereo not given)	3%
NCCNS(=O)(=O)c1ccc(Cl)c2ccncc12	0%
COc1ccc(C2=Nn3c(nnc3-c3ccccc3C)SC2)cc1OC	-1%
CC(C)OC(=O)c1c2nc3ccccc3nc2n2c1[nH]c(=O)c1ccccc12	-4%
CCOc1ccc(-c2cc(C(=O)NN3CCN(C)CC3)c3cc(Cl)ccc3n2)cc1	-9%
CCOC(=O)N1CCN(CC(=O)c2c[nH]c3ccc(F)cc23)CC1	0%
C=CCC(=O)OCC(=O)Nc1ccc(Oc2ccccc2)cc1	-12%
CCc1ccc2c(c1)C1(NN=C(c3cccc4ccccc34)S1)C(=O)N2 (stereo not given)	9%
Cc1nc(NC(=O)c2ccccc2)sc1-c1csc(Nc2ccc(Cl)cc2Cl)n1	-5%
C=CCOc1c(Cl)cc(CNc2ccc(C)c(Cl)c2)cc1OC	20%
Cc1ccc(-c2nsc3c(N4CCN(C(=O)c5ccco5)CC4)ncnc23)cc1	2%
CC(C)Oc1ccc(-c2nn(-c3ccccc3)cc2/C=c2\sc3ncnn3c2=O)cc1	-7%
CCN(CC)CCCN1C(=O)c2oc3ccccc3c(=O)c2C1c1cccs1 (stereo not given)	0%
COc1ccc(-c2nc(-c3ccccc3)c(Nc3c(C)cccc3C)o2)cc1	2%
O=S(=O)(Nc1ccc2nc(-c3ccc(Br)o3)[nH]c2c1)c1ccccc1	3%
C(#CC1C=CC2OC(c3ccccc3)OCC2O1)c1ccccc1 (stereo not given)	5%[12.8 µM]
COC(=O)C1=C(C)N(Cc2ccccc2)C2=C3C(=O)N(c4ccccc4)C(=O)C3[C@@](O)(C(=O)OC)C(=O)N2C1c1ccccc1 (stereo not given in full)	-8%&-1%[12.8 µM]
CC(=O)N(OCc1ccccc1)[C@@H]1c2cc(C#N)ccc2OC(C)(C)[C@H]1O	8%
O=C(Nc1cc2cc([N+](=O)[O-])ccc2oc1=O)c1cccs1	-5%
Nc1ncnc2n[nH]c(Nc3ccc(F)cc3)c12	-12%
O=C(CSc1nnc(-c2cccs2)n1-c1ccccc1)N1CCN(C(=O)c2ccco2)CC1	3%
COc1ccc(CCNC(=O)CSc2ccc(-c3ccccc3)nn2)cc1	16%
C=CCC1C=CC(Oc2ccc(OC)cc2)C(COC(=O)c2ccc(Br)cc2)O1 (stereo not given)	-2%[12.8 µM]
CN(C)CCc1c[nH]c2ccc(CC3COC(=O)N3)cc12 (stereo not given)	5%
CCc1nnc(NS(=O)(=O)c2ccc(NC(=O)c3cc4ccccc4oc3=O)cc2)s1	-1%
COC(=O)[C@@H](NC(=O)O[C@@H]1C(=O)c2ccc(OC)cc2O[C@H]1c1cccc(C(F)(F)F)c1)C(C)C	-6%&8%
COc1nnnc2c1sc1nc(N3CCOCC3)c3c(c12)CC(C)(C)OC3	1%
O=C(O/N=C/c1ccc2c(c1)OCO2)c1ccccc1Cl	-11%
CCN(CC)S(=O)(=O)c1cccc(C(=O)N[C@@H](C)c2nc3ccccc3[nH]2)c1	11%
Continued.
SMILES	N370S GC mod
C[N+]1(C)CCC[C@@H](OC(=O)C(O)(c2ccccc2)c2ccccc2)C1	5%[21.6 µM]
COc1ccc(OC)c(C(=O)CSc2nnc(-c3ccc(OC)c(OC)c3)o2)c1	9%
Cc1ccc(-n2nc(C)c(C3C(C#N)=C(N)OC4=C3C(=O)CCC4)c2Cl)cc1 (stereo not given)	-21%
CC(C)CO/N=C1/[C@H]2O[C@@H]2[C@@H](O)[C@H]2[C@H]1CCn1c(=O)n(-c3ccccc3)c(=O)n12	1%[12.8 µM]
CNC(=O)c1cc2c(=O)n3cc(C)ccc3nc2n(Cc2ccco2)c1=N	-8%
CN(C)c1ccc(CNC(=O)C2(C)C=CCN2C(=O)c2ccccc2)cc1 (stereo not given)	8%
O=P(O)(CN1CCCCCC1)CN1CCCCCC1	12%
O=C1c2ccccc2C(=O)N1C/C=C/CN1C(=O)c2ccccc2C1=O	-1%
COCCNC(=O)CN(C(=O)CCC(=O)Nc1ccccn1)c1ccc(F)c(Cl)c1	-5%
CC(C)=NOC[C@@H](O)COCc1ccco1	-2%[12.8 µM]
Cc1ccc(C)n1CCN1CCN(CC(=O)Nc2cc(C(F)(F)F)ccc2Cl)CC1	-10%
CCCn1c(-c2ccc(F)cc2)nc2c(NCCCN(CCO)CCO)nc(C)nc21	-1%
CC(C)CCn1c(N2CCN(Cc3ccccc3)CC2)nc2c1c(=O)[nH]c(=O)n2C	-1%
c1ccc(-c2n[nH]c3c2oc2ccccc23)cc1	?
COc1ccc(O[C@H]2C=C[C@@H](c3ccccc3)O[C@H]2CO/N=C(/C)CCC(=O)OC[C@@H]2O[C@H](C#Cc3ccccc3)C=C[C@@H]2Oc2ccc(C)cc2)cc1	-23%[12.8 µM]
CCN(CC)S(=O)(=O)c1ccc(OC)c(NC(=S)Nc2cc(C)ccc2C)c1	-3%
C[C@H](N)CCCC(C)(C)O	27%[21.6 µM]
O=C(O)c1ccc(S(=O)(=O)N[C@@H](Cc2ccc(O)cc2)C(=O)O)cc1	-10%
CCN(CC)CCCNc1nc(SC)nc2sc3c(c12)CCN(C)C3	?
CCCC[C@H](NC(=O)[C@H](CC(C)C)NC(=O)[C@@H](Cc1c[nH]c2ccccc12)NC(=O)[C@H](Cc1ccccc1)NC(=O)[C@@H](Cc1c[nH]c2ccccc12)NC(=O)[C@H](CC(N)=O)NC(=O)[C@@H](Cc1c(Cl)cccc1Cl)NC(=O)[C@@H]1CCCN1C(=O)[C@H](Cc1ccccn1)NC(=O)[C@@H]1CCCN1C(=O)[C@H](N)CCCCNC(=O)c1cccnc1)C(N)=O	-3%
COCCNC(=O)C(c1ccc(C)cc1)N(C(=O)CCC(=O)Nc1ccccn1)C1CCCC1 (stereo not given)	4%
CSc1ccccc1OCc1cc(C(=O)N2CCC(c3ccncc3)CC2)no1	1%
CC1(C)CC(N=C=O)CC(C)(CN=C=O)C1 (stereo not given)	-9%
C#CCOCCOCCOCCNc1nc(N2CCN(C(=O)[C@H](C)n3cc(CCCN=C(N)N)nn3)CC2)nc(N2CCN(C(=O)[C@H](CCCCN)n3cc(CCCC)nn3)CC2)n1	1%

Arranged by value in N370S GC mod (rising): six from the list above.
SMILES	N370S GC mod
O=C(O)c1ccc(S(=O)(=O)N[C@@H](Cc2ccc(O)cc2)C(=O)O)cc1	-10%
CC1(C)CC(N=C=O)CC(C)(CN=C=O)C1 (stereo not given)	-9%
CCCC[C@H](NC(=O)[C@H](CC(C)C)NC(=O)[C@@H](Cc1c[nH]c2ccccc12)NC(=O)[C@H](Cc1ccccc1)NC(=O)[C@@H](Cc1c[nH]c2ccccc12)NC(=O)[C@H](CC(N)=O)NC(=O)[C@@H](Cc1c(Cl)cccc1Cl)NC(=O)[C@@H]1CCCN1C(=O)[C@H](Cc1ccccn1)NC(=O)[C@@H]1CCCN1C(=O)[C@H](N)CCCCNC(=O)c1cccnc1)C(N)=O	-3%
CC(C)CCn1c(N2CCN(Cc3ccccc3)CC2)nc2c1c(=O)[nH]c(=O)n2C	-1%
C#CCOCCOCCOCCNc1nc(N2CCN(C(=O)[C@H](C)n3cc(CCCN=C(N)N)nn3)CC2)nc(N2CCN(C(=O)[C@H](CCCCN)n3cc(CCCC)nn3)CC2)n1	1%
COCCNC(=O)C(c1ccc(C)cc1)N(C(=O)CCC(=O)Nc1ccccn1)C1CCCC1 (stereo not given)	4%

Following part
SMILES	N370S GC mod
BrC/C=C/CBr	9%
CCCCC/C=C\CC1OC1C/C=C\C/C=C\CCCC(=O)O (stereo not given)	-2%&11%
O=C(C(=O)N1CCc2ccccc2C1)N1CCc2ccccc2C1	5%
COC(=O)N1C2=C(c3ccccc3[C@@H]1CC(=O)Nc1ccc(Br)cc1)[C@@H]1C(=O)N(c3ccccc3)C(=O)[C@@H]1[C@H](C)C2	-1%[12.8 µM]
CCC(=O)OCC(=O)[C@@]1(OC(=O)CC)[C@H](C)C[C@@H]2[C@H]3CCC4=CC(=O)C=C[C@]4(C)[C@]3(Cl)[C@@H](O)C[C@@]21C	1%[21.6 µM]
CC12CC(NC(=O)N1c1cccc(C(=O)NCc3ccccc3)c1)c1ccccc1O2 (stereo not given)	11%
CC[C@H](C)[C@H](NC(=O)CNC(=O)[C@@H](NC(=O)[C@@H](NC(=O)[C@H](Cc1ccc(O)cc1)NC(=O)[C@H](CC(C)C)NC(=O)[C@H](C)NC(=O)[C@H](CCC(N)=O)NC(=O)CNC(=O)[C@@H]1CCCN1C(=O)CNC(=O)[C@H](Cc1ccccc1)NC(=O)[C@H](Cc1cnc[nH]1)NC(=O)[C@@H](NC(=O)CNC(=O)[C@H](CCCNC(=N)N)NC(=O)[C@H](CCCNC(=N)N)NC(=O)[C@@H](NC(=O)[C@H](CC(N)=O)NC(=O)[C@@H](N)CS)[C@@H](C)O)[C@@H](C)CC)[C@@H](C)O)[C@@H](C)O)C(=O)O	-9%
CO[C@@H]1COC(=O)[C@H]2CCCN2C(=O)[C@@H](C)COC(=O)[C@H](COCc2ccccc2)NC(=O)C/C=C\[C@H]1C	-5%[12.8 µM]
CNc1ncnc2c1ncn2[C@@H]1O[C@H](COP(=O)(O)O)[C@@H](O)[C@H]1O	-11%
CCCCCCCCCCC(=O)Nc1cccnc1	-10%
CCC(C)(C)OC	8%
O=C(COC(=O)c1ccccc1NC(=O)C1CC1)c1ccc2c(c1)OCCO2	3%
CCCCC[C@H](O)/C=C/C=C\C/C=C\CCCCC(=O)O	-1%
OC(CCl)CCl	0%
Cc1cccc2ccccc12	2%
COc1ccc(OC)c(-c2nnc3n2N=C(c2c(OC)cccc2OC)CS3)c1	1%
CC(=O)Nc1cn(C(C)=O)c(C)n1	1%
CN(C)[C@@H]1C(=O)C(C(=O)NCN2CCCC2)=C(O)[C@@]2(O)C(=O)C3=C(O)c4c(O)cccc4[C@@](C)(O)C3CC12 (stereo not given in full)	-10%
COc1ccc(Br)cc1/C=N/NC(=O)c1cc(Br)ccc1O	1%
COc1cccc(N2CCN(C(=O)CCn3c(=S)[nH]c4cc5c(cc4c3=O)OCO5)CC2)c1	10%
COC(=O)N1C2CC3(C)C=C(C)OC1(C)C3c1ccccc12 (stereo not given)	0%[12.8 µM]
COc1cccc2c1OC(=O)CC2c1ccccc1C (stereo not given)	-15%[89.1 µM]
C=CCn1c(=O)c(C(=O)Nc2ccccc2OC)c(O)c2ccccc21	-11%
CC(=O)Nc1ccc(NC(=O)c2ccc(COc3ccc4c(C)cc(=O)oc4c3)cc2)cc1	-11%

This is a subset; the hit share may differ from the screen's.
